# Screening data: PubChem, National Center for Advancing Translational Sciences (NCATS)
# CCT chaperon mod: cytosolic chaperonin activity modulation; purified chaperonin ATPase assay, HTRF ADP detection, 30 min; activity change, % (concentration not given with the values), hits read low; 360,000 compounds, 0.3% hits; in the data active = activity change below about -30%; also: % is scaled to controls: 0 for no effect and ±100 for the full control effect
#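 Enzyme 40 or 20 nM (batch-dependent) in Tris pH 7.4/KCl/MgCl2/DTT; cpd 76 uM single point; ATP 10 uM; 30 min 37 °C; Transcreener ADP HTRF detection, 30 min RT; ratio 665/615.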
# Nrf2 ARE act: activators of Nrf2 (ARE) signaling; 410,000 compounds, 0.31% hits; Potency, µM (top dose mostly 46.1 µM), without a hit: at the highest dose activation, actives largely listed as activators; AREc32 ARE-luciferase reporter (MCF7-derived line), luminescence, 24 h; also: potency is read from the fitted curve at half-maximal effect; % of control where 0% means no effect; nearly all actives have a fitted effect of over 65% in size
#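 AREc32 cells carrying an ARE-driven firefly luciferase reporter were seeded at 1000 cells/well in OPTI-MEM with 5% FBS, then exposed to compound for 24 hr at 37 deg C. Luminescence was read with Steady-Glo after 30 min at RT.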
# Mm-Cpn inhibitor: blocks the Methanococcus maripaludis chaperonin Mm-Cpn; 330,000 compounds, 0.031% hits; purified Mm-Cpn ATPase, ADP Transcreener TR-FRET; Potency, µM (doses to about 76.9 µM), for inactives: top-dose activity, negative = inhibition, usual class: inhibitors; also: potency is read from the fitted curve at half-maximal effect; % is scaled to controls: 0 for no effect and ±100 for the full control effect; nearly all actives have a fitted effect of over 80% in size
#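 Purified archaeal chaperonin (25 nM final) was preincubated with compound for 10 min at 37°C, then ATP (10 uM final) was added for 30 min at 37°C in Tris pH 7.4/KCl/MgCl2/DTT buffer. ADP was quantified by HTRF Transcreener TR-FRET.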
# Nrf2 block: blocks Nrf2 signaling. 360,000 compounds, 2.1% hits. Potency, µM (doses to about 46 µM), for the others: at the highest dose activity change, negative = inhibition, most hits filed as inhibitors. A549 ARE-Fluc reporter, luciferase luminescence, 18-24 h; also: potency is read from the fitted curve at half-maximal effect; % is scaled to controls: 0 for no effect and ±100 for the full control effect; nearly all actives have a fitted effect of over 60% in size
#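 Quantitative HTS in A549 cells stably bearing an antioxidant response element-firefly luciferase construct. Inhibition of Nrf2-driven transcription was scored by luminescence after 18-24 h of compound exposure at 37 °C.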
# HepG2 tox: kills HepG2 cells in TGF-b inhibitor counter-screen; AID 588856; 410,000 compounds, 0.76% hits; HepG2 CAGA-GFP viability, ATP luminescence, 18 h; Potency, µM (series often up to 46.1 µM), without a hit: at the highest dose activity change, negative = cytotoxicity, hits mostly cytotoxic; also: potency is read from the fitted curve at half-maximal effect; some results filed as inactive show a strong effect at the top dose
#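 HepG2 CAGA-GFP cells (1000/well, DMEM with 1% FBS) received compound, then TGF-beta at 500 pg/mL final, and were incubated 18 hours at 37 degrees C. Viability was read by CellTiter-Glo luminescence. Media-only wells were set as complete cell-killing and DMSO as no toxicity.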
# ATXN viability: cell viability loss in ATXN counter-screen. S2 cells (HEK-293 line with an ATXN2-luciferase reporter) viability, CellTiter-Fluor protease fluorescence, 24 h. Potency, µM (top dose mostly 56.7 µM), hits mostly cytotoxic. 400,000 compounds, 0.49% hits; also: potency is read from the fitted curve at half-maximal effect; nearly all actives have a fitted effect of over 40% in size
# TGFb SMAD3 inh: blocks TGF-b signaling | HepG2 CAGA-GFP TGF-b/SMAD3 reporter, GFP fluorescence, 18 h; TGF-beta stimulated, 500 pg/mL final | Potency, µM (doses to about 46.1 µM), inactives show top-dose activity, negative = inhibition, hits mostly inhibitors | 410,000 compounds, 1.2% hits | AID 588855; also: potency is read from the fitted curve at half-maximal effect; % is scaled to controls: 0 for no effect and ±100 for the full control effect; nearly all actives have a fitted effect of over 65% in size
#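 First, reporter cells (HEPG2 CAGA-GFP) rested 2 h at 37 degrees C. Next, compounds were pinned in and TGF-beta added to 500 pg/mL final. After 18 h, GFP was imaged per cell and summed per well.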
# pAkt inh: inhibitors of Akt phosphorylation. 360,000 compounds, 0.32% hits. Neuro2A IGF-stimulated pAkt S473 HTRF, 20 min; hits give low values. activity change, % for hits at 50 µM. AID 651550; in the data active = activity change below about -80%; inconclusive = mostly about -51% to -80%; also: % is scaled to controls: 0 for no effect and ±100 for the full control effect
#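 Neuro2A cells (4,500/well, DMEM with 0.5% FBS) were treated with compound at a single 50 µM final concentration, stimulated with 6 nM IGF for 20 min at 37 °C, and lysed. Phospho-Akt Ser473 was read by HTRF as 665/615 ratio ×10^4.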
# A549 tox: kills or reduces viability of A549 cells in Nrf2 counter-screen. Potency, µM (titrated, usually from 46 µM), for inactives: at the highest dose activity change, negative = cytotoxicity, usual class: inhibitors. 390,000 compounds, 0.16% hits. A549 ARE-Fluc cells, CellTiter-Fluor viability, 18-24 h. AID 504648; also: potency is read from the fitted curve at half-maximal effect; % is scaled to controls: 0 for no effect and ±100 for the full control effect
#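 A549 ARE-Fluc cells in 5% FBS OPTI-MEM, 5000 cells/well, rested 2 h then exposed to compounds in concentration-response for 18-24 h at 37 °C. Viability by CellTiter-Fluor fluorescence (Ex 405/Em 525) after 30 min; luciferase luminescence (BugLite, 15 min, RT) read afterwards.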
# An asterisk follows results filed as active; i = inactive; ? = inconclusive; / = no result given; & = joins results of further samples; [ ] = remark or other dose. Unless noted, calls follow the shape of the dose curve; as a rule, active = well fitted curve in the direction sought with a large enough effect; inconclusive = small, poorly fitted or top-dose-only effect, or another doubt; inactive = no such curve, though single readings can be large; an effect the other way counts as inactive or inconclusive.
Structure,A549 tox,ATXN viability,TGFb SMAD3 inh,CCT chaperon mod,Nrf2 block,Mm-Cpn inhibitor,pAkt inh,Nrf2 ARE act,HepG2 tox
CC(=O)Nc1ccc(NC(=O)c2ccc(NS(=O)(=O)c3cc(C(C)(C)C)cc(C)c3C)cc2)cc1,-19%,?,-16%,-1.2,?,-3%,i,2.8%,-31%
COC(=O)c1cc2c(C)nn(C)c2s1,-2%,i,2%,-1.3,5%,0%,i,-0.7%,4%
CCOC(=O)[C@]12CCC=C1N(Cc1ccc(Cl)cc1Cl)C(=O)[C@H](CC(=O)NCCC(C)C)C2,/,?,/,0.4,/,/,i,-1.0%,/
CC(O)CNc1nc(Cl)c(C#N)s1 (configuration not stated),4%,i,1%,1.9,4%,3%,i,-0.3%,-19%
CN1CCN(c2nc3c(c(=O)[nH]c(=O)n3C)n2Cc2ccc([N+](=O)[O-])cc2)CC1,0%,i,11%,-76*,-11%,1%,i,-0.6%,3%
Cc1cn(S(=O)(=O)c2ccccc2[N+](=O)[O-])cn1,0%,i,4%,-3.3,3%,-1%,i,-0.6%,0%
Cc1cccc(N(C)S(=O)(=O)c2ccc3c(c2)CCC(=O)N3)c1,6%,i,18%,0.1,/,1%,i,0.5%,-8%
CCS(=O)(=O)c1ncc(Cl)c(C(=O)Nc2ccc(S(=O)(=O)N3CCCC(C)C3)cc2)n1 (configuration not stated),?,8.9µM*,4.5µM*,-10,?,-18%,i,?,4.5µM*
Cc1cc(C)c2c(C)c(C(=O)NCc3ccncc3)oc2c1,3%,i,-19%,1.2,11%,0%,i,-0.2%,-27%
CCOC(=O)C1CCN(c2ncnc3c2c(-c2ccccc2)cn3-c2ccc(C)c(Cl)c2)CC1,1%,/,-3%,/,/,/,/,-1.2%,-22%
O=[N+]([O-])c1ccc(N2CCN(S(=O)(=O)c3ccc(Cl)cc3)CC2)cc1NCc1cccnc1,-5%,i,4%,-1.9,-1%,1%,i,-0.2%,0%
COc1ccc(-n2ncc3c(N4CCC(C(N)=O)CC4)ncnc32)cc1,-26%,i,-18%,-7.0,26%,-2%,i,0.4%,-3%
CC(=O)c1cccc(-c2ccnc3c2CC(C(=O)Nc2ccc4c(c2)OCO4)O3)c1 (configuration not stated),/,?,-3%,-0.9,/,/,i,0.3%[9.22 µM],-17%
CC(C)CN(C1CCS(=O)(=O)C1)S(=O)(=O)c1ccc2ccccc2c1 (configuration not stated),-6%,i,-17%,-0.6,-23%,-1%,i,-0.6%,-19%
CCCCN1C[C@H](Cc2ccccc2)[C@@H](CC(=O)NCc2ccc(OC)cc2)C1=O,0%,i,?,-3.0,6%,-9%,i,0.9%,-16%&-22%
Cn1c(SCC(=O)c2ccccc2)ncc(C(=O)Nc2ccccc2)c1=O,1%,i,13%,-0.1,?,1%,i,9.2%,13%
Clc1cccc(-c2ccc(C=Nc3ccc(N4CCOCC4)cc3)o2)c1,-3%,i,-1%,-9.8,4%,-2%,i,-0.6%,1%
CCCCNC(=O)C1c2ccccc2OCC(=O)N1Cc1cccnc1 (configuration not stated),/,i,/,-0.4,/,/,i,0.4%,/
O=C(COC(=O)c1cccc(Cl)c1)Nc1cc(Cl)ccc1Oc1ccccc1,1%,i,13%,-1.0,-15%,3%,i,0.0%,8%
CCC(CC)NC(=O)CN1CCN(S(=O)(=O)c2cccs2)CC1,2%,?,1%,-4.3,-2%,2%,i,0.5%,-1%
CCc1ccc(/C=C2/SC(=S)N(CC(=O)Nc3nc4ccccc4s3)C2=O)cc1,-16%,i,-3%,-2.6,23%,0%,i,4.5%,-11%
CCOc1cc(C=C(C#N)C#N)ccc1Oc1ccc([N+](=O)[O-])cn1,-4%,?,?,0.1,30%,-8%,i,7.8%,12%
Cc1nn(CC(=O)NCc2cccc(Br)c2)c(=O)c2c1sc1ccccc12,1%,i,-2%,/,-2%,/,/,5.0%,-46%
Cc1ccc(OCC(=O)N(Cc2sccc2C)C2CCS(=O)(=O)C2)cc1 (configuration not stated),1%,/,/,/,12%,/,/,3.7%,-4%
COc1cc2oc(=O)c(CC(=O)N3CCCCC3)c(C)c2cc1OC,-10%,i,-2%,/,4%,/,/,-0.1%,0%
CC(C)OC(=O)CCC1(C(=O)O)CCC(=O)NC1 (configuration not stated),-6%[1.84 µM],i,-1%,-2.4,?,-2%,i,-0.5%,7%
Nc1nc(N2CCN(C(=O)c3ccco3)CC2)nc2ccc(Br)cc12,-13%,?,?,1.3,13%,?,i,-1.0%,-49%
COc1ccc(CCN(C)Cc2c(O)ccc3cc(Br)ccc23)cc1OC,1%,i,?,0.0,21%,-3%,i,?,-25%
Cc1cccc(NC(=O)CSc2nc3ccc(NC(=O)c4ccccc4)cc3s2)c1,-13%,/,?,/,-17%,/,/,0.6%,-31%
O=[N+]([O-])c1cccc(NN=Nc2ccccc2)c1,?,?,-34%,1.1,?,-2%,i,20%,-33%

# Later entries:
Structure,A549 tox,ATXN viability,TGFb SMAD3 inh,CCT chaperon mod,Nrf2 block,Mm-Cpn inhibitor,pAkt inh,Nrf2 ARE act,HepG2 tox
COc1ccc(C2=NS(=O)(=O)N(C)C(C(=O)NCc3ccc4c(c3)OCO4)=C2)cc1,-1%,i,-20%,-1.4,-12%,3%,i,-0.7%,-21%
COc1cc(OC)cc(C(=O)NCCNC(=O)c2ccccn2)c1,4%,i,2%,1.7,-1%,3%,i,-0.6%,-1%
CC(=O)c1ccc(NC(=O)CN(C)S(=O)(=O)c2cnc[nH]2)cc1,4%,i,-19%,/,8%,/,/,-0.4%,-39%
CC(=O)c1ccccc1NS(=O)(=O)c1c(C)nn(-c2ccccc2)c1C,-7%,i,1%,0.5,?,0%,i,-0.3%,-18%
COc1ccc(-c2ccc(CCC(=O)O)n2-c2cc(OC)ccc2OC)cc1,/,i,-10%,1.3,/,/,i,-0.1%,-21%
CCOCCCNC(=S)NCCNc1nc2c(C)cccc2cc1C#N,21%,i,?,2.7,-17%,-2%,i,2.3%,-49%
Cc1ccc(C)c(NC(=O)CSc2ccc(S(=O)(=O)N3CCCC3)cn2)c1,10%,i,-5%,2.0,-13%,-2%,i,0.6%,-12%
Cc1ccccc1N1CCN(S(=O)(=O)c2nnc(NC(=O)c3ccco3)s2)CC1,1%,i,-8%,1.3,-15%,0%,i,0.3%,2%
O=C(Nc1cc(S(=O)(=O)N2CCOCC2)ccc1N1CCCC1)c1ccc(Cl)cc1,-7%,i,-4%,0.0,-21%,-2%,i,0.2%,-20%
O=C(Nc1ccc(F)c(Cl)c1)N1CCN(C(=O)c2nsc3ccccc23)CC1,1%,/,/,/,?,/,/,0.8%,-25%
Cc1ccc2[nH]c(=O)c(CN(Cc3ccco3)Cc3nnnn3Cc3ccccc3)cc2c1,-19%,/,-24%,/,?,/,/,/,-24%
ON=C1c2ccccc2-c2ccc(F)cc21,6%,i,1.6µM*,-3.9,5%,/,i,4.8%,-16%
Cc1cccc(C2c3[nH]c4ccccc4c3CCN2C(=O)c2cc(C(C)C)nc(N)n2)n1 (configuration not stated),-10%,i,?,-2.0,-6%,0%,i,2.4%,-32%
C[C@H](CCC(=O)O)[C@H]1CC[C@H]2[C@@H]3CC[C@@H]4C[C@H](O)CC[C@]4(C)[C@H]3CC[C@]12C,4%,i,0%,-0.9,-7%,2%,i,-1.5%,-15%
CC1CCCCN1CCNC(=O)C1CCN(S(=O)(=O)N2CCCCC2)CC1 (configuration not stated),17%,i,-10%,-0.5,8%,1%,i,0.5%,-12%
CC1=CC(C)(C)N(S(=O)(=O)c2ccc(C)cc2)c2cc(C)ccc21,-13%,i,?,5.5,4%,0%,i,-0.3%,-37%
Cc1cc2c(OCC(O)CN3CCCC3)cccc2[nH]1 (configuration not stated),-1%,i,0%,0.9,15%,-1%,i,-0.9%,0%
Cc1ccc2c(c1)C(=O)CCCCC(=O)N2,-17%,i,12%,-1.6,7%,1%,i,0.3%,-4%
O=C(CCc1ccccc1)n1nc(-c2ccccc2)nc1NCc1ccco1,-1%,i,27%,-1.0,/,0%,i,6.1%,4%
CC(NS(=O)(=O)c1ccc(Cl)c(Cl)c1)C(=O)Nc1cccnc1 (configuration not stated),0%,i,18%,-6.5,-24%,-2%,i,-1.4%,-25%
COC(=O)c1ccc(NC(=O)C(=O)N2CCN(C(=S)Nc3ccc(C)cc3)CC2)cc1,0%,i,8%,-1.3,-3%,1%,i,-0.4%,21%
COc1ccc(S(=O)(=O)Nc2cccc3c2O[C@H](CN(C)C(=O)NC(C)C)[C@@H](C)CN([C@H](C)CO)C3=O)cc1,5%,i,11%,-4.0,-6%,0%,i,1.8%,-12%
CC(C)Cc1nnc(NS(=O)(=O)c2ccc([N+](=O)[O-])cc2)s1,2%,i,-3%,-0.5,-17%,0%,i,-0.6%,0%
O=C(Nc1ccccc1Cl)c1cc(C2CCCN(C(=O)C3CCCCC3)C2)on1 (configuration not stated),/,i,-5%,-4.9,/,/,i,3.6%,-27%
O=C(NCCC(=O)N1CCN(S(=O)(=O)c2ccccc2)CC1)c1ccc(Br)cc1,2%,i,-2%,0.6,-1%,1%,i,-0.7%,0%
CCc1nc2ccc(C(=O)NCCCN3CCCC3=O)cn2c1N(C)C(=O)Nc1ccccc1OC,/,i,-4%,0.4,/,/,i,0.3%,5%
